GLS inh – glutaminase GLS (human) inhibition; Potency, µM (highest dose often 45.5 µM), for inactives: top-dose activity change, negative = inhibition, usual class: inhibitors; O94925; GLS enzymatic activity, qHTS titration; 410,000 compounds, 0.21% hits; further: potency means the concentration at half of the fitted maximal effect; on the % scale 0 is the no-effect control and ±100 the full control effect
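hKGA in 45 mM KH2PO4 (pH 8.2), 0.02% Tween-20 with compound, then 1mM L-Glutamine (stock as added) plus glutamate oxidase/HRP/Amplex red coupling mix. Fluorescence read initially and after 30 min at RT; signal change reflects glutamate formation.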
BAZ2B inh – BAZ2B (human) inhibition. Q9UIF8. AlphaScreen BAZ2B-H3K14Ac peptide displacement. 360,000 compounds, 4.4% hits. Potency, µM (top dose mostly 114 µM), inactives show at the highest dose activity change, negative = inhibition, usual class: inhibitors; further: potency means the concentration at half of the fitted maximal effect; on the % scale 0 is the no-effect control and ±100 the full control effect; nearly all actives have a fitted effect of over 60% in size
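Inhibition is scored as reduced AlphaScreen emission. The BAZ2B/b-H3(5-23)K14Ac complex (50 nM each) in PBS pH 7.4, 0.01% Tween-20 meets compound (up to 110 uM) for 30 min at RT before bead addition.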
JMJD2A Tudor inh – blocks the human JMJD2A Tudor domain; O75164; AlphaScreen JMJD2A-Tudor / H3K4me3 peptide binding; Potency, µM (highest dose often 114 µM), inactives show at the highest dose activity change, negative = inhibition, actives largely listed as inhibitors; 390,000 compounds, 4.4% hits; AID 504339; further: potency means the concentration at half of the fitted maximal effect; on the % scale 0 is the no-effect control and ±100 the full control effect; nearly all actives have a fitted effect of over 50% in size
Pin1 inh – human Pin1 inhibition. Q13526. 390,000 compounds, 0.009% hits. Potency, µM (series often up to 115 µM), for the others: at the highest dose activity, negative = inhibition, hits mostly inhibitors. Pin1 FP peptide displacement, HiFluor488, 10 min; active means well fitted inhibition curve with a large enough effect in the polarisation, with a control signal flat, not every such curve was filed as active; inconclusive means small, poorly fitted or top-dose-only effect, or effect the other way, or a change in a side signal; inactive means no such curve, though single readings can be large or run the other way; the % refers to the polarisation; further: potency means the concentration at half of the fitted maximal effect; on the % scale 0 is the no-effect control and ±100 the full control effect
Pol eta inh – inhibitors of human DNA polymerase eta; Potency, µM (top dose mostly 114 µM), for inactives: at the top dose activity change, negative = inhibition, actives largely listed as inhibitors; 390,000 compounds, 1.2% hits; AID 588591; recombinant Pol eta, fluorescent DNA replication assay; further: potency means the concentration at half of the fitted maximal effect; on the % scale 0 is the no-effect control and ±100 the full control effect
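Fluorescent replication assay: 50 nM final substrate added after a 15 min room-temperature compound preincubation with 10 nM enzyme. Signal taken at 0 min and again at 10 min.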
PGK inhibitor – inhibitors of T. brucei phosphoglycerate kinase. Potency, µM (doses to about 57.5 µM), for inactives: at the highest dose activity change, negative = inhibition, most hits filed as inhibitors. 380,000 compounds, 0.043% hits. AID 602233. P07378. PGK/GAPDH coupled, Kinase-Glo luminescence, 60 min; further: potency means the concentration at half of the fitted maximal effect; on the % scale 0 is the no-effect control and ±100 the full control effect; nearly all actives have a fitted effect of over 60% in size
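Luminescent ATP detection (Kinase-Glo Plus) follows a 60-minute room-temperature incubation, with wells lacking PGK as controls. Buffer: 100 mM TEA (pH 7.6), 5 mM MgCl2, 0.01% Tween-20. Coupling enzyme GAPDH (100 nM final) supplies unstable 1,3-BPG in-well.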
PI4K2A inh – inhibitors of human PI4K2A; purified PI4K2A, ADP-Glo luminescence, 1 h; stronger effect = lower value; activity change, negative = inhibition, % at 76.9 µM; 420,000 compounds, 0.13% hits; Q9BTU6; in the data active means activity change below about -50%; inconclusive means mostly about -30% to -49%;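 further: -100% = wells without enzyme as full effect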
Target sequence (Q9BTU6 whole entry, looked up): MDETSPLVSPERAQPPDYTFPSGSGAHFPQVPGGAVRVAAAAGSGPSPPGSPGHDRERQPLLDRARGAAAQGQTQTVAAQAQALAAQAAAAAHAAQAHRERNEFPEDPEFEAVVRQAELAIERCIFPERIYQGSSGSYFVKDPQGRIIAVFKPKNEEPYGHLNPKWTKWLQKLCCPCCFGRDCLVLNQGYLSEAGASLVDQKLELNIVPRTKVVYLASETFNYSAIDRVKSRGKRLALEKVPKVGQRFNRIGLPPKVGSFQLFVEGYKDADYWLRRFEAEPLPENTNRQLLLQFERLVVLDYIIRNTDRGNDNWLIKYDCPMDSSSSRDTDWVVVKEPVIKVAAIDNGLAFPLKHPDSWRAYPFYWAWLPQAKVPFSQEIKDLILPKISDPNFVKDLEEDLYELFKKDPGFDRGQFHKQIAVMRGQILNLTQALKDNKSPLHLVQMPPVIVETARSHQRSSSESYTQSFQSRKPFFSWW
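PI4K2A activity was measured by ADP-Glo luminescence: enzyme (4 ug/mL stock) and phosphatidylinositol (1.2 mM stock) in Tris pH 7.5/MgCl2/EGTA/Triton X-100 buffer were reacted with ATP (300 microM stock) for one hour at ambient temperature.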
HP1b binding inh – inhibitors of HP1-beta chromodomain binding to methylated histone tails; Potency, µM (top dose mostly 114 µM), inactives show top-dose activity change, negative = inhibition, usual class: inhibitors; 390,000 compounds, 0.56% hits; AlphaScreen HP1-beta / biotin-H3K9me3 peptide binding; further: potency means the concentration at half of the fitted maximal effect; nearly all actives have a fitted effect of over 70% in size; inactives centre near 23
Target sequence (P83916 whole entry, looked up): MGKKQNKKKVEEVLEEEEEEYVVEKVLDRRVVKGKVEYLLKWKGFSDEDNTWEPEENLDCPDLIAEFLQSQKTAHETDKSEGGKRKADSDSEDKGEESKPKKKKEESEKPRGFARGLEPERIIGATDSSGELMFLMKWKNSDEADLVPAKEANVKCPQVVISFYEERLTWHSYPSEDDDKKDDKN
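HP1-beta protein (50 nM final) preincubated 30 min at room temperature with biotinylated H3(1-18)K9me3 peptide (50 nM) in PBS pH 7.4, 0.01% Tween-20, then compound added for 30 min. AlphaScreen streptavidin donor/nickel chelate acceptor beads (10 ug/mL final), 30 min dark, luminescence read.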
G9a block – inhibitors of human histone lysine methyltransferase G9a | Q96KQ7 | G9a H3K9 monomethylation, AlphaScreen, 2 h | Potency, µM (titrated, usually from 102 µM), without a hit: at the top dose activity, negative = inhibition, usual class: inhibitors | 350,000 compounds, 8.8% hits | AID 504332; further: potency means the concentration at half of the fitted maximal effect; on the % scale 0 is the no-effect control and ±100 the full control effect; nearly all actives have a fitted effect of over 75% in size
Target sequence (Q96KQ7 913-1193 limits assumed): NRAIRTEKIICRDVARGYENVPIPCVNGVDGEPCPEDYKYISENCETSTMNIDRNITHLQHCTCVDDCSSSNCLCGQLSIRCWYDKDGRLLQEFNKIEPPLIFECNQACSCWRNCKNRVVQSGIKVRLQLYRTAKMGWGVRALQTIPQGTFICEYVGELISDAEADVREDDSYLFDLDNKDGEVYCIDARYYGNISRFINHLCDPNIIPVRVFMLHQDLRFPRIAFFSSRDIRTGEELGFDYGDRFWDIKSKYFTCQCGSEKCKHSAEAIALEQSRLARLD
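Compounds were preincubated with 20 nM G9a for 15 min, after which biotinylated H3K9 peptide (500 nM) and SAM (20 uM) started a 2 h room-temperature reaction. Monomethylated product was quantified by antibody-based AlphaScreen chemiluminescence.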
Active calls of the source: *; i = inactive; ? = inconclusive; / = not tested or not shown; [ ] = dose if it differs, or a comment. Unless noted, the call rests on the fitted dose curve; in most records, active means well fitted curve in the direction sought with a large enough effect; inconclusive means small, poorly fitted or top-dose-only effect, or another doubt; inactive means no such curve, though single readings can be large; an effect the other way counts as inactive or inconclusive. Only part of the results is shown, so the mix of outcomes need not match the whole.

SMILES	GLS inh	BAZ2B inh	JMJD2A Tudor inh	Pin1 inh	Pol eta inh	PGK inhibitor	PI4K2A inh	HP1b binding inh	G9a block
Fc1ccc(CNc2ncnc3c2cnn3-c2ccccc2)cc1	-4%	2%	-8%	9%	-3%	-9%	2	16%	17%[59 µM]
O=C(c1cc(-c2ccc(Cl)cc2Cl)on1)N1CCCCCC1	-14%	71%[activator]	84%[activator]	-2%	1%	-6%	3	154%[activator]	56%[activator][59 µM]
Cc1ccc(NC(=O)Cc2nnc(SCC(=O)Nc3ccc(N4CCOCC4)cc3)n2C)cc1	0%	-4%	-15%	-4%	-1%	3%	2	3%	-1%
O=S(=O)(c1ccccc1)c1cnn(-c2ccccc2)c1-c1ccc(Cl)cc1	1%	11%	25%	-2%	3%	i	0	27%	14%
C=CCn1c(-c2cccc(S(=O)(=O)N3CCOCC3)c2)n[nH]c1=S	0%	4%	7.1µM*	-8%	-17%	-4%	2	11%	7.1µM*
CCn1nc(C)cc1C(=O)NC1CC(C)(C)Cc2c1cnn2-c1cccc(F)c1 (centres undefined)	-1%	-23%	1%	-8%	-20%	-7%	1	32%	-1%
COc1ccc2cc3cc(C(=O)NCC4COc5ccccc5O4)oc3nc2c1 (centres undefined)	2%	3%	-5%	6%	1%	-5%	6	21%	-7%[12.7 µM]
O=C(/C=C/c1ccccc1)NC(=S)Nc1ccccc1C(=O)NC1CCCCC1	-6%	-5%	-10%	1%	3%	-2%	-2	11%	10%[0.0925 µM]
COc1ccc(Br)cc1CN(C)C(=O)C1=CC=CN2CCS(=O)(=O)N=C12	9%	/	-5%	-11%	-22%	19%	2	16%	/
Cc1oc(C(C)(C)C)cc1C(=O)NC(Cc1ccccc1)C(=O)O (centres undefined)	12%	-10%	-21%	0%	-12%	-10%	-6	21%	1%
CC1Cc2cc(S(=O)(=O)CCC(=O)Nc3ccc(OC(F)(F)F)cc3)ccc2N1C(=O)C1CC1 (centres undefined)	1%	-11%	0%	2%	-14%	1%	-9	27%	7%[59 µM]
CC1CCCCC12NC(=S)N(c1ccccc1)N2 (centres undefined)	8%	-15%	11µM*	-3%	-4%	-1%	0	?	/
CCOC(=O)[C@@H]1[C@H]2COc3ccc(Br)cc3[C@@H]2N2C(=O)N(c3ccc(Cl)cc3)C(=O)[C@@]12C	5%	/	-24%	13%	-12%	-8%	-1	25%	/
O=C(/C=C/C(=O)NCc1cccs1)NCc1cccs1	-9%	-1%	-3%	-6%	-2%	4%	-3	12%	5%
CCN(CC)CCCn1c(SCC(=O)Nc2cccc(F)c2)nnc1-c1ccoc1C	-6%	6%	-7%	-4%	-19%	7%	-4	25%	-8%
Cc1nonc1OCC(C)(COc1nonc1C)NC(=O)c1ccccc1	-4%	2%	3%	-3%	-11%	i	-1	27%	-8%[59 µM]
CCN(CC)S(=O)(=O)c1ccc(C(=O)NCCc2ccccn2)cc1	2%	-3%	-13%	-4%	-16%	i	1	28%	0%
c1ccc(Cn2c[n+](Cc3ccccc3)c3ccccc32)cc1	0%	-4%	1%	0%	-6%	-4%	-4	24%	1%
CC1CCCN(c2ncnc3c2nnn3C)C1 (centres undefined)	-21%	-1%	-10%	6%	9%	-8%	-2	23%	3%[59 µM]
CC1(C)CC(=O)C=C(c2ccc(-c3cnc4ccccc4c3)cc2)C1=O	-3%	/	/	/	-23%	3%	-3	/	/
O=S(=O)(Nc1ccc(-c2ccc(N3CCCCC3)nn2)cc1)c1ccc(OC(F)(F)F)cc1	9%	-15%	-25%	10%	4%	-3%	-1	-6%[57 µM]	-20%[59 µM]
Cn1c(=O)c2c(nc(CN3CCCCC3)n2CCCc2ccccc2)n(C)c1=O	-3%	/	?	-1%	-15%	-6%	8	-19%	/
CCOCCCNC(=O)C1CCN(c2cc(C)nc3c(-c4ccc(Cl)cc4)c(C)nn23)CC1	0%	1%	-2%	0%	-17%	-6%	-4	22%	4%[59 µM]
O=C(Nc1nnc(-c2cccs2)s1)C1CC1	4%	-4%	-14%	1%	-12%	i	4	16%	22µM*
O=C(OCCCOc1ccc(F)cc1)c1ccc(O)cc1O	0%	6%	-6%	-3%	-16%	-4%	3	32%	/

Arranged by value in JMJD2A Tudor inh (falling): three from the list above
molecule | JMJD2A Tudor inh
O=S(=O)(c1ccccc1)c1cnn(-c2ccccc2)c1-c1ccc(Cl)cc1 | 25%
c1ccc(Cn2c[n+](Cc3ccccc3)c3ccccc32)cc1 | 1%
COc1ccc(Br)cc1CN(C)C(=O)C1=CC=CN2CCS(=O)(=O)N=C12 | -5%

Going on with the list.
SMILES	GLS inh	BAZ2B inh	JMJD2A Tudor inh	Pin1 inh	Pol eta inh	PGK inhibitor	PI4K2A inh	HP1b binding inh	G9a block
Cc1cc(Cl)c2ccc(Cl)cc2n1	11%	-2%	-1%	-3%	1%	7%	1	6%	15%
C=CCC(CC=C)(CNC(=O)C(=O)Nc1ccc(C)cc1)c1ccccc1	2%	2%	4%	-3%	-18%	-1%	1	44%[activator]	-5%[59 µM]
O=c1c2cc(Cl)ccc2[nH]c(=S)n1Cc1ccco1	-1%	-1%	-17%	0%	-7%	i	-3	46%[activator]	-50%[12.7 µM]
O=C(NCCCN1CCN(c2ccccc2)CC1)C1CCCN(c2ncnc3c2nc2n3CCCCC2)C1 (centres undefined)	30%	-19%	-24%	-4%	-5%	1%	-2	19%	-8%
Cc1ccc(C)c(NCC(=O)NNC(=S)Nc2ccccc2)c1	0%	-19%	-28%	1%	-15%	-5%	-3	19%	22µM*
O=C(CSc1nc2sc3c(c2c(=O)[nH]1)CCCC3)Nc1ccccc1F	4%	-6%	-21%	-5%	-7%	7%	2	12%	?
Cc1ccc(-c2nnn(CC(=O)O)n2)cc1	5%	?	-15%	14%	-1%	i	-10	25%	9%[12.7 µM]
CNC(=S)N(CCc1c(C)[nH]c2ccc(F)cc12)Cc1cccnc1	9%	?	-34%	4%	-9%	/	1	12%	-48%
CCCCN1C(=S)NC[C@@H]1Cc1cccc2ccccc12	2%	?	?	-1%	-21%	-7%	5	8%	15%[59 µM]
CC1CCCCN1C(=O)Cn1nnc(-c2cccnc2)n1 (centres undefined)	8%	14%	-5%	?	-2%	1%[11.5 µM]	0	30%	-4%[59 µM]
COCCNC(=O)c1ccc(N2CC3CC(C2)c2cccc(=O)n2C3)c(NC(=O)c2ccc(F)cc2)c1 (centres undefined)	-2%	-13%	-10%	-8%	-15%	-3%	-7	7%	/
COc1ccc(NC(C)C(=O)N2CCN(Cc3ccccc3)CC2)cc1 (centres undefined)	11%	-11%	-14%	-11%	-7%	i	-2	30%	?
COCC(C)(C)COS(N)(=O)=O	1%	6%	-3%	3%	-5%	-2%	1	30%	18%
COc1ccc2c(c1)Cc1sc(NC(=O)c3cccc(C)c3)nc1-2	9%	?	?	6%	/	/	-54*	3%	?
O=C(CCCN1C(=O)/C(=C/c2cccs2)SC1=S)Nc1ccc(O)cc1	18%	?	?	2%	0%	-10%	5	-32%	-12%
Cc1ccc(Cl)c(OCC(=O)Nc2cccnc2)c1	-2%	?	-8%	3%	1%	-3%	3	5%	20%
Cc1ccccc1NS(=O)(=O)c1ccc(OCC(=O)NCc2ccco2)cc1	15%	1%	-31%	3%	-3%	-2%	10	-6%	-36%[59 µM]
CCn1c(=O)c2c(nc(SCC(=O)NC3CCCC3)n2C)n(C)c1=O	0%	13%	-13%	4%	5%	4%	-16	-1%	-4%[59 µM]

Entries of single compounds from above. Values in the order: GLS inh, BAZ2B inh, JMJD2A Tudor inh, Pin1 inh, Pol eta inh, PGK inhibitor, PI4K2A inh, HP1b binding inh, G9a block
Entry for COCC(C)(C)COS(N)(=O)=O = 1%, 6%, -3%, 3%, -5%, -2%, 1, 30%, 18%
Entry for C=CCC(CC=C)(CNC(=O)C(=O)Nc1ccc(C)cc1)c1ccccc1 = 2%, 2%, 4%, -3%, -18%, -1%, 1, 44%[activator], -5%[59 µM]
Entry for COc1ccc2c(c1)Cc1sc(NC(=O)c3cccc(C)c3)nc1-2 = 9%, ?, ?, 6%, /, /, -54*, 3%, ?
Entry for O=C(CSc1nc2sc3c(c2c(=O)[nH]1)CCCC3)Nc1ccccc1F = 4%, -6%, -21%, -5%, -7%, 7%, 2, 12%, ?
Entry for Cc1ccc(Cl)c(OCC(=O)Nc2cccnc2)c1 = -2%, ?, -8%, 3%, 1%, -3%, 3, 5%, 20%

Source: PubChem BioAssay
